hiPSC survival: increases survival of single human iPS cells; survival enhancement, % at 20 µM; 0.044% of 360,000 active; hiPSC single-cell survival, ATPlite luminescence; 100% = ROCK inhibitor wells, 0% = DMSO; AID 602274; in the data active = survival enhancement above about 18%;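 note: cells exposed to compounds for 16 hours before the ATP read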
TRPM1 prom inh: reduces MITF-dependent TRPM1 promoter luciferase signal | SK-MEL-5 TRPM1 promoter luciferase, 24 h | inhibition, % at 12.5 µM | 0.83% of 330,000 active | AID 488899;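 active = mean inhibition across replicates of 60% or more, whatever share of single replicates reaches that level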; note: values of inactives mirror those of a sister screen read the other way
Shn3 3UTR inh: reduces Shn3 3'UTR luciferase signal in osteoblasts | Clone20 osteoblast Shn3 3'UTR firefly luciferase, 24 h | inhibition, % at 12.5 µM | 0.52% of 360,000 active | AID 588674;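 active = mean inhibition of at least 75% with every replicate also reaching 75%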;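 note: 0% = median of neutral control wells and 100% = pilot-screen positive control compound; some compounds past the cut are filed as inactive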
Peg3 prom inh: inhibitors of Peg3 promoter; HeLa PEG-Prom luciferase reporter, luminescence, overnight; inhibition, % at 20 µM; 1.7% of 360,000 active;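 active = inhibition of at least 50% at 20 µM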
KKLEB tox: reduces viability of KKLEB cystic fibrosis airway cells. activity change (cytotoxicity), % at 5 µM. AID 602141. KKLEB CF airway cells viability, ATPlite luminescence, overnight; stronger effect = lower value; cells stimulated with P. aeruginosa culture filtrate. 0.36% of 360,000 active;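 active = corrected activity change at or below -50% at 5 µM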
HIF-2a inh: HIF-2a inhibition. 786-0 RCC cells HIF-2a reporter, luciferase luminescence, overnight. inhibition, % at 18.8 µM. 0.72% of 360,000 active. AID 624352;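 active = inhibition of the luminescence signal of 40% or more relative to plate controls, in a single-dose primary screen at 18.75 µM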
CF NFkB block: inhibitors of cystic fibrosis induced NF-kB; 0.86% of 360,000 active; KKLEB NF-kB-GFP reporter, PAF-induced, GFP fluorescence overnight; inhibition, % at 5 µM;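 active = at least 50% inhibition at 5 µM, scaled per plate between neutral and stimulator controls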;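 note: PAF is a Pseudomonas aeruginosa culture filtrate used as stimulus; plate controls were PAF-stimulated DMSO wells for no effect and unstimulated DMSO wells for full effect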
NR2E3 ag-1: agonists of human NR2E3 nuclear receptor; CHO-S Gal4-NCOR/VP16-NR2E3 two-hybrid, luciferase; inhibition of corepressor binding, % at 3.98 µM; 0.35% of 360,000 active; AID 602229;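 active = inhibition above the mean of all tested compounds plus 3 SD, cut at about 70% in these data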;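 note: 0% = DMSO with NR2E3 transfected cells and 100% = cells lacking NR2E3 construct; higher means lower luciferase signal from less NR2E3 corepressor binding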
Target sequence (Q9Y5X4 whole entry, looked up, the tested form may be a part): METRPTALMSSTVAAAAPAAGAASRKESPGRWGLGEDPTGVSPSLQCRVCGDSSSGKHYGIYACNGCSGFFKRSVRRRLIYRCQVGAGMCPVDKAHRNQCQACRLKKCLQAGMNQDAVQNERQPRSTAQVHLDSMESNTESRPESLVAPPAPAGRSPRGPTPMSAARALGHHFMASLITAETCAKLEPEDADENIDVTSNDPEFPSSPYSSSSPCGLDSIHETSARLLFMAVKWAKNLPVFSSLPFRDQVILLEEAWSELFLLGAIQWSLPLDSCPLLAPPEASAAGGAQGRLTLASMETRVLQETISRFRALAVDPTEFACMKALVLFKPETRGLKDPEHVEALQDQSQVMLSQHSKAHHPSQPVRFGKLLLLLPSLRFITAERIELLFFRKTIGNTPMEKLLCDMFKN
NR2E3 ag-2: activates human photoreceptor nuclear receptor NR2E3 | GST-NR2E3/biotin-RetCOR TR-FRET, 1536-well | AID 2300 | 0.12% of 320,000 active | inhibition of corepressor binding, % at 4.78 µM;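 active = percent inhibition above the cutoff of mean plus 3 SD of all tested compounds, set per screening campaign, cut at about 20% in these data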;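 note: 0% = DMSO wells and 100% = biotin wells as full block of FRET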
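Material: NR2E3–RetCOR corepressor complex / Incubation: Compound–protein incubation for 5 h at 4 °C / Dosing: compound at 4.8 µM, single dose / Detection: time-resolved FRET / Benchmarks: high control biotin, low control 0.6% DMSO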
EBV LMP1 NFkB: reduces LMP1-driven NF-kappaB luciferase signal; inhibition, % at 12.5 µM; LMP1-induced NF-kappaB luciferase reporter cells, luminescence; 0.69% of 350,000 active; in the data active = inhibition above about 41%;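 note: 0% = neutral control wells and 100% = reference inhibitor control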
TRAIL sens C8: sensitizes caspase-8 expressing cells to TRAIL | NB7+C8 cells + TRAIL, ATPlite viability luminescence | inhibition (viability loss, TRAIL sensitization), % at 10 µM | 1% of 360,000 active;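 active = compounds causing at least 50% loss of cell viability in the single-dose screen, relative to plate controls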
The depositor's hits bear a star; · = not tested or not shown. The list is partial, so the mix of outcomes need not match the whole.

| Structure | hiPSC survival | TRPM1 prom inh | Shn3 3UTR inh | Peg3 prom inh | KKLEB tox | HIF-2a inh | CF NFkB block | NR2E3 ag-1 | NR2E3 ag-2 | EBV LMP1 NFkB | TRAIL sens C8 |
| --- | --- | --- | --- | --- | --- | --- | --- | --- | --- | --- | --- |
| CCN1CCc2c(OCC(=O)Nc3ccc(C)cc3)cccc2C1=O | -0.5 | 7 | 30 | 21 | -8 | 13 | 5 | -24 | 2 | -3 | 5 |
| Cc1cc(NC(=O)COC(=O)[C@@H](NS(=O)(=O)c2ccc(Br)cc2)C(C)C)no1 | -0.3 | 3 | 1 | 9 | -4 | 4 | 7 | -34 | 4 | -1 | 15 |
| CC(C)(C)n1cn[nH]c1=S | -0.2 | -6 | -12 | 3 | -5 | 15 | -17 | 10 | 3 | 2 | -7 |
| O=C(Nc1ccc(OC(F)(F)F)cc1)c1ccc2ccccc2n1 | 0.5 | -14 | -18 | -140 | -15 | -180 | 21 | -49 | 2 | -14 | 6 |
| COc1ccc2oc(=O)c(C(=O)O)cc2c1 | -0.3 | 0 | -5 | -5 | 1 | 15 | -5 | -3 | 1 | 6 | 17 |
| CC(CS(=O)(=O)c1ccc2c(c1)NC(=O)CS2)C(=O)NCc1ccccc1Cl (configuration not stated) | -0.2 | 7 | -10 | 13 | 8 | -9 | 19 | -8 | -15 | -2 | 14 |
| Cc1n[nH]c(=O)nc1NCc1ccc(Cl)cc1 | 1.7 | 4 | -20 | 4 | 4 | 26 | 8 | 7 | 0 | -1 | 0 |
| Cc1c(C(=O)NCc2ccc3c(c2)OCO3)sc2nc(-c3ccc(F)cc3)cn12 | -1.7 | -18 | 1 | -16 | 15 | -33 | -48 | -15 | 4 | 1 | 3 |
| CC(O)(c1cccnc1)c1nc(-c2cccc(C(F)(F)F)c2)cs1 (configuration not stated) | -0.9 | · | -1 | -4 | -5 | -5 | 6 | 67 | · | · | 0 |
| Cc1ccc(C2CC(=O)NC(SCc3ccccc3)=C2C#N)cc1 (configuration not stated) | -6.2 | 7 | -24 | 26 | 1 | 15 | -5 | -5 | 2 | 8 | 12 |
| O=C(Cn1nc(-c2ccccc2)ccc1=O)NCCN1CCN(Cc2ccccc2)CC1 | -0.2 | 7 | -21 | -1 | 3 | 6 | -2 | 7 | 1 | -2 | 6 |
| CC(Oc1ccc(Cl)cc1)C(=O)NCCN1C(=O)S/C(=C\c2cccnc2)C1=O (configuration not stated) | -0.6 | 7 | -7 | 9 | -7 | 24 | 7 | -4 | 1 | 13 | 18 |
| CCOC(=O)C1=C(c2ccccc2)Nc2ncnn2C1c1ccc(OC)c(OC)c1OC (configuration not stated) | 4.4 | 7 | 15 | -6 | 0 | 14 | 9 | -5 | 0 | 0 | 8 |
| CCn1c2ccccc2c2nnc(SCC(=O)N(C)C3CCS(=O)(=O)C3)nc21 (configuration not stated) | -2.0 | 12 | -10 | 6 | 3 | 14 | -1 | -2 | 0 | 5 | 3 |
| CCC(=O)c1ccc(OCC(=O)OCC(=O)Nc2sccc2C(N)=O)cc1 | -0.4 | 4 | -6 | -12 | 3 | 9 | -13 | -21 | 0 | 7 | 2 |
| CS(=O)(=O)c1ccc(Cl)c(NC(=O)CSc2nnc3n2CCCCC3)c1 | -1.9 | · | -1 | 6 | 4 | 5 | -28 | 4 | · | -7 | -2 |
| COC(=O)c1c(NC(=O)c2ccccc2[N+](=O)[O-])sc2c1CC(C)(C)NC2(C)C | -1.3 | -14 | -4 | 11 | -26 | 6 | 11 | -1 | -2 | -20 | -9 |
| CC(C)Cc1nnc(NC(=O)Cc2ccc([N+](=O)[O-])cc2)s1 | -1.0 | 0 | -19 | 9 | 13 | 11 | -19 | 4 | -4 | 8 | -3 |
| COc1ccccc1C(=O)NNC(=O)c1ccc(NC(=O)c2ccccc2)cc1 | 0.3 | 19 | 6 | 11 | -1 | 5 | -9 | -8 | -1 | 1 | -13 |
| COC(=O)c1cc(=O)n(-c2ccc(F)cc2)c(=Nc2ccc(F)cc2)s1 | 4.8 | 16 | 59 | 93* | -15 | 53* | 18 | -39 | 2 | 4 | 9 |
| NC(CSC(c1ccccc1)(c1ccccc1)c1ccc(-c2ccccc2)cc1)C(=O)O (configuration not stated) | 1.1 | · | -15 | 13 | 12 | 0 | 4 | -7 | · | -2 | 6 |
| CCn1c(=O)c(C(=O)NNC(=O)c2ccccc2Cl)c(O)c2ccccc21 | -0.1 | -4 | -5 | 11 | -2 | 16 | 1 | -40 | 1 | 5 | 1 |
| NC(=O)c1cc(C(=O)c2ccc(Cl)cc2Cl)c[nH]1 | -0.7 | -5 | 4 | 1 | 5 | -13 | 44 | -20 | -1 | 6 | -2 |
| COc1ccc(-c2csc(NC(=S)NC(=O)c3ccccc3)n2)cc1Br | 0.5 | · | 13 | -8 | 5 | 0 | -15 | -1 | 0 | · | 8 |
| COCc1nnc(NC(=O)CC(c2ccccc2)c2ccccc2)s1 | 4.3 | -4 | -8 | 6 | 6 | 17 | 0 | -7 | 1 | 6 | 1 |

Next part; the last two above are carried over.
smiles,hiPSC survival,TRPM1 prom inh,Shn3 3UTR inh,Peg3 prom inh,KKLEB tox,HIF-2a inh,CF NFkB block,NR2E3 ag-1,NR2E3 ag-2,EBV LMP1 NFkB,TRAIL sens C8
COc1ccc(-c2csc(NC(=S)NC(=O)c3ccccc3)n2)cc1Br,0.5,·,13,-8,5,0,-15,-1,0,·,8
COCc1nnc(NC(=O)CC(c2ccccc2)c2ccccc2)s1,4.3,-4,-8,6,6,17,0,-7,1,6,1
CCCn1cc(NC(=O)C2CC(c3cccc(Br)c3)=NO2)cn1 (configuration not stated),-0.4,7,0,17,-8,4,0,-8,0,-4,14
CCCCNC(=S)N(CCCO)Cc1cc2cc3c(cc2[nH]c1=O)OCO3,2.2,·,9,5,-2,14,5,-35,·,-14,-14
CCCC(=O)NC1=C(C#N)C2(CCCC2)Cc2ccccc21,-0.4,1,-26,25,9,-12,-5,0,1,-4,-5
O=C(Nc1cccc(F)c1)C1CCN(C(=O)c2ccc(Cl)cc2)CC1,1.2,-8,-15,8,4,19,-9,-14,-1,-3,-7
CCOC(=O)c1sc(N=NC2=C(O)CCCC2=O)c(C(=O)OCC)c1C,0.2,-27,-8,-134,4,-213,-25,-24,2,-11,-8
O=C(CSc1nnnn1Cc1ccccc1)Nc1ccc2c(c1)OCO2,0.5,-3,14,-21,-10,-40,-5,-11,2,2,4
O=C(O)C1CCN(Cc2oc(CO)cc(=O)c2O)C1 (configuration not stated),0.2,36,0,9,-1,6,-5,-4,·,-4,-12
S=C1NC2(CCCC2)N=C1c1ccccc1,-0.6,-3,-11,-9,-2,-21,-2,-5,0,-8,16
Nc1c(-c2cccs2)cnn1-c1nc(-c2ccc(Cl)cc2Cl)cs1,-3.5,-11,-6,-13,-20,-12,2,-15,0,2,-2
CCOC(=O)c1c(C)nc2ccc(C)cn12,-0.5,-8,-3,0,-1,4,4,-15,1,4,-1
CCOn1c(=O)c(-c2ccc(C)cc2)[n+]([O-])c2ccccc21,1.9,-1,-9,-3,12,-17,-1,-15,0,-3,9
Cc1ccc(SCC(=O)NCCN2C(=O)CSC2=O)cc1C,-0.1,-6,-22,-62,12,-108,-9,2,-1,-15,-2
O=c1c(Cc2ccc(F)cc2)c(O)ccn1C1CC1,1.3,5,-15,10,-5,5,6,-16,-2,-6,-13
CCCCCn1c(N2CCC(Cc3ccccc3)CC2)nc2c1c(=O)[nH]c(=O)n2C,3.8,6,52,64*,-8,-60,21,-1,-3,-25,16
CCC(CO)Oc1cc(NCc2ccc(Cl)cc2)c2ncn(C(C)C)c2c1 (configuration not stated),-0.6,11,-31,15,-6,3,15,19,·,0,-2
CC(=O)Nc1cc2c(cc1NC(=O)Cn1nc(-c3ccc4c(c3)OCCO4)ccc1=O)OCCO2,-1.3,10,12,1,1,8,8,-16,1,-2,20
CCOc1ccc(C(=O)N[C@H](C(=O)Nc2ccc(S(=O)(=O)Nc3nccs3)cc2)C(C)C)cc1,-2.7,-7,-14,7,-39,3,19,-18,·,6,0
CCN(CC)C(C(=O)Nc1ccc2c(c1)OCO2)c1ccccc1 (configuration not stated),1.4,-15,1,1,-2,8,-1,-3,0,0,-4
Cc1oc(-c2ccc(Cl)cc2)cc1-c1nn2c(-c3ccoc3C)nnc2s1,-0.8,12,32,3,-17,-5,3,-8,4,10,-20
CN(C)CCN(C(=O)c1ccc(S(=O)(=O)N2CCCC2)cc1)c1nc2ccc(Br)cc2s1,0.7,-27,-7,-99,-1,-98,8,-29,-2,3,-5
CCOC(=O)C1(Cc2cccc(OC)c2)CCN(C/C=C/c2ccc(OC)cc2)CC1,-0.2,10,88*,7,-4,16,12,12,2,9,15

Filtered by structure, those above containing bromine (4)
smiles,hiPSC survival,TRPM1 prom inh,Shn3 3UTR inh,Peg3 prom inh,KKLEB tox,HIF-2a inh,CF NFkB block,NR2E3 ag-1,NR2E3 ag-2,EBV LMP1 NFkB,TRAIL sens C8
Cc1cc(NC(=O)COC(=O)[C@@H](NS(=O)(=O)c2ccc(Br)cc2)C(C)C)no1,-0.3,3,1,9,-4,4,7,-34,4,-1,15
COc1ccc(-c2csc(NC(=S)NC(=O)c3ccccc3)n2)cc1Br,0.5,·,13,-8,5,0,-15,-1,0,·,8
CCCn1cc(NC(=O)C2CC(c3cccc(Br)c3)=NO2)cn1 (configuration not stated),-0.4,7,0,17,-8,4,0,-8,0,-4,14
CN(C)CCN(C(=O)c1ccc(S(=O)(=O)N2CCCC2)cc1)c1nc2ccc(Br)cc2s1,0.7,-27,-7,-99,-1,-98,8,-29,-2,3,-5

High-throughput results: PubChem BioAssay, several laboratories
